GCN5L2 inh: blocks human GCN5L2 histone acetyltransferase; Q92830; GCN5L2 HAT assay, ThioGlo1 CoA-SH fluorescence; Potency, µM (doses to about 58.9 µM), without a hit: at the highest dose activity change, negative = inhibition, hits mostly inhibitors; 390,000 tested, 0.21% active; AID 504327
Target sequence (Q92830 whole entry, looked up): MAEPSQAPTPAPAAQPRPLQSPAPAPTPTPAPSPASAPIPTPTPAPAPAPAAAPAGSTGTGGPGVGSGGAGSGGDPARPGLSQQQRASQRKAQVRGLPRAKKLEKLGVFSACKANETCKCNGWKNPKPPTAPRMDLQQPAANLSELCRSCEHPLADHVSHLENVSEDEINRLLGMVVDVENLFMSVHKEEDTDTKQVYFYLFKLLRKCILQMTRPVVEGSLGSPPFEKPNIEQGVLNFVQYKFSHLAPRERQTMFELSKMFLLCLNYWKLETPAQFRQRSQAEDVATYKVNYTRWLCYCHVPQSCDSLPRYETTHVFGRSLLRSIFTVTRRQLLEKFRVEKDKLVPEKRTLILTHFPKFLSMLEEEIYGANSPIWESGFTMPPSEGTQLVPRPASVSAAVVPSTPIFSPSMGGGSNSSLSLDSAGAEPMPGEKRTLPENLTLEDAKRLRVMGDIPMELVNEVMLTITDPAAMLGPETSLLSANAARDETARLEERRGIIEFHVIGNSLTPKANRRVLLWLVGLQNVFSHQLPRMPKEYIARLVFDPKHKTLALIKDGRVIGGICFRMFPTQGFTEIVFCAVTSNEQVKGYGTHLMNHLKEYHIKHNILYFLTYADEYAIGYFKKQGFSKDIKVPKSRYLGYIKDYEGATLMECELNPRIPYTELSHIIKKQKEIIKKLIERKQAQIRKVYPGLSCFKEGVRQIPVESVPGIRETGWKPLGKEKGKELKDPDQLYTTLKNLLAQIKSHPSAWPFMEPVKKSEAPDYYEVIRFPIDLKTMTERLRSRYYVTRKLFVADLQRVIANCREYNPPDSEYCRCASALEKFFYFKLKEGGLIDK
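Compounds, pin-transferred from DMSO stocks, meet 20nM GCN5L2 for 15 min before the reaction begins with H3(1-25) peptide (75uM) and acetyl-CoA (70uM). Thiol-reactive ThioGlo1 reports CoA release over 20 min at room temperature.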
FEN1 inhibitor: inhibitors of human flap endonuclease 1. 390,000 tested, 0.35% active. Recombinant FEN1 flap cleavage, fluorescence, 15 min. Potency, µM (titrated, usually from 114 µM), for the others: at the highest dose activity change, negative = inhibition, usual class: inhibitors; also: nearly all actives have a fitted effect of over 65% in size
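FEN1 at 10 nM, compound pretreatment for 15 min (room temperature), 50 nM final substrate to initiate; endpoint reads at 0 and 15 min; DMSO-only plates used as vehicle background.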
N370S GC mod: inhibits or activates N370S mutant glucocerebrosidase; N370S GC spleen homogenate, 4MU-glucoside fluorescence; AID 2101; P04062; Potency, µM (titrated, usually from 59.4 µM), for inactives: at the top dose activity change, negative = inhibition, usual class: inhibitors; 330,000 tested, 0.092% active;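 also: 0% = full enzyme activity and -100% = no enzyme basal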
The depositor's hits bear a star; u = inconclusive; x = no result given; & = joins results of further samples; [ ] = remark or other dose. Calls follow the shape of the dose curve; as a rule, active = well fitted curve in the direction sought with a large enough effect; inconclusive = small, poorly fitted or top-dose-only effect, or another doubt; inactive = no such curve, though single readings can be large; an effect the other way counts as inactive or inconclusive. Unless noted, % is scaled to controls: 0 for no effect and ±100 for the full control effect; potency is read from the fitted curve at half-maximal effect.

1: COCCCn1c(N)c(C(=O)NCc2ccco2)c2nc3ccccc3nc21
2: CCOC(=O)c1ccc(N=Cc2c(O)n(-c3ccccc3F)c(=S)[nH]c2=O)cc1
3: CN1CCN(C(=O)COc2ccc(S(=O)(=O)N(C)Cc3ccccc3)cc2)CC1
4: COc1ccc2[nH]cc(CCNCc3ccc(Br)cc3)c2c1
5: CC(=O)O[C@H]1CC[C@@]2(C)C(=CC[C@@H]3[C@H]2CC[C@]2(C)C(=O)CC[C@H]32)C1
6: CC1CCCCC1NC1CCN(C)CC1 (stereo not drawn)
7: CSCC[C@H](NC(=O)[C@H](CC(C)C)NC(=O)[C@@H](Cc1cnc[nH]1)NC(=O)[C@H](Cc1ccccc1)NC(=O)[C@@H](Cc1ccccc1)NC(=O)[C@@H](N)Cc1ccc(O)cc1)C(N)=O
8: NC(=NCc1ccc(Cl)cc1)SCCCc1cnc[nH]1
Assay by compound	1	2	3	4	5	6	7	8
FEN1 inhibitor	-10%	u	-8%	x	x	-2%	x	x
N370S GC mod	u	-9%	4%	-14%	-3%[21.6 µM]	2%	2%	u
GCN5L2 inh	u	-3%	-15%	1%	0%[21.4 µM]	-8%	-5%	-2%&-10%

9: CN(C)C(=O)Oc1ccc2c(c1)O/C(=C\c1ccccc1)C2=O
10: CC(Cc1ccsc1)NCc1cn[nH]c1-c1ccc(F)cc1F (stereo not drawn)
11: CCCCn1c(O)c(/C=N/N2CCCCC2c2cccnc2)c(=O)[nH]c1=S (stereo not drawn)
12: O=C1NC(=O)N(Cc2ccco2)C(=O)/C1=C/c1cccn1CCOc1ccccc1Cl
13: Cc1nc2ccccc2c(=O)n1-c1ccc(F)cc1F
14: C[C@H]1CCC[C@H](O)CCCCCc2cc(O)cc(O)c2C(=O)O1
15: CC/C(=N\N1CCCCCC1)c1c(O)n(-c2ccccc2C)c(=O)[nH]c1=O
16: C=C1N2CCC(CC2)C1(O)c1ccccc1C (stereo not drawn)
Assay by compound	9	10	11	12	13	14	15	16
FEN1 inhibitor	-14%	-3%	5%	-9%	-2%	-8%	13%	9%
N370S GC mod	-4%	-1%	7%	10%	-5%	5%&-3%	4%	-4%
GCN5L2 inh	10%	3%	31%[activator]	48%[activator]	-7%	3%&3%	-1%	-5%

17: CC(C)=CCSc1nnc([C@@H](N)Cc2c[nH]c3ccccc23)o1
18: CC(C)OP(=O)(OC(C)C)C(O)c1ccc(Br)cc1 (stereo not drawn)
19: Cc1ccc(N2C(=O)NC(=O)/C(=C/c3ccc(-c4ccc(C(=O)O)c(Cl)c4)o3)C2=O)cc1
20: CCOP(=S)(OCC)N1CCOCCOCCN(P(=S)(OCC)OCC)CCOCCOCC1
21: O=c1[nH]c(O)c(N=Nc2ccc(S(=O)(=O)N3CCOCC3)cc2)c(=O)[nH]1
22: CCOc1cc(CN2CCN(C(=O)Cc3ccccc3)CC2)ccc1OC
23: CSC[C@H](NC(=O)COc1cc2c(c3oc(=O)c(C)c(C)c13)CCC(C)(C)O2)C(=O)O
24: CC12CC[C@H]3[C@@H](CCC4(O)C[C@H](O)CCC34/C=N/NC(=O)c3ccc(O)cc3)C1(O)CCC2C1=CC(=O)OC1 (stereo partly drawn)
Assay by compound	17	18	19	20	21	22	23	24
FEN1 inhibitor	-12%	-1%	u	3%	-4%	1%	-8%	-5%
N370S GC mod	-5%	6%	13%	-8%	9%	-3%	u	-5%
GCN5L2 inh	-1%	0%	u	-25%	-4%	-6%	-24%	-4%

25: Cc1cccc(-n2c(O)c(/C=C/C=Nc3ccccc3)c(=O)[nH]c2=O)c1
26: Cn1cc(Br)c(C(=O)Nc2ccc3c(C(F)(F)F)cc(=O)oc3c2)n1
27: C(#CCN1CCCC1)CN1CCCC1
28: Cc1c(C=C2C(=O)NC(=O)NC2=O)c(=O)n(-c2ccccc2)n1C
29: O=[N+]([O-])c1ccc(N2CCOCC2)c2cccnc12
30: COc1ccc(NP(=O)(Oc2cccc(C)c2)Oc2cccc(C)c2)cc1OC
31: CN1CCCC(C(=O)c2ccc(Cl)cc2)C1 (stereo not drawn)
32: CCCCn1c(NC(=O)c2ccco2)c(C(=O)OCC)c2nc3ccccc3nc21
Assay by compound	25	26	27	28	29	30	31	32
FEN1 inhibitor	0%	-8%	3%	-3%	-11%	-3%	0%	2%
N370S GC mod	u	25%	8%	-16%	3%	u	-1%	8%[2.35 µM]
GCN5L2 inh	-8%	-10%	1%	-2%	-14%	-7%	3%	-11%

33: CCN(CC)c1ccc(N=Cc2c(O)n(Cc3ccccc3)c(=O)[nH]c2=O)cc1
34: CCOc1cc(CNCCc2ccccc2F)ccc1OC
35: COc1ccc(C(C)=O)cc1CC(C(=O)c1ccc(C)c(C)c1)N(C)C (stereo not drawn)
36: COC(=O)C1=C(c2cccc(OCc3ccccc3)c2)C[C@@H]2CC[C@H]1N2C(=O)NCCCOC(C)C
37: CCc1ccc(C2=NN(CCC(=O)N3CCC4(CC3)OCCO4)C(=O)CC2)cc1
38: CCCc1cc(=O)oc2cc(OCC(=O)N3C[C@H]4C[C@@H](C3)c3cccc(=O)n3C4)ccc12
39: CCN1CCN(Cc2cc(C(C)(C)C)c(O)c(C(C)(C)C)c2)CC1
40: COc1cc(C=C2C(=O)NC(=O)NC2=O)ccc1OS(=O)(=O)c1ccccc1[N+](=O)[O-]
Assay by compound	33	34	35	36	37	38	39	40
FEN1 inhibitor	12%&-7%	19%	1%	-4%	3%	16%	x	-24%
N370S GC mod	22%&6%	-5%	-23%	x	-5%	-4%	15%	-2%
GCN5L2 inh	-8%&2%	0%	-6%	-3%	-2%	-9%	-4%	-1%

41: COc1ccc(C(=O)NC(=S)N2C[C@H]3C[C@H](C2)c2cccc(=O)n2C3)cc1
42: c1ccc(CC(NCc2ccco2)c2ccccc2)cc1 (stereo not drawn)
43: CC(=NCCC1=CCCCC1)c1c(O)n(-c2ccccc2)c(=O)[nH]c1=O
44: CCOP(=O)(OCC)C(O)c1ccc(OC)c(OC)c1 (stereo not drawn)
45: CC(C)(Cc1c[nH]c2ccc(Cl)cc12)NCCOc1ccccc1OCC1CC1
46: O=C(CCCc1ccccc1)NCCc1cnc[nH]1
47: NC(N)=Nc1ccc2[nH]c3c(c2c1)C[C@@]1(O)[C@H]2Cc4ccc(O)c5c4[C@@]1(CCN2CC1CC1)[C@H]3O5
48: O=C(C(=O)N1CCOCC1)c1cn(Cc2ccccc2Cl)c2ccccc12
Assay by compound	41	42	43	44	45	46	47	48
FEN1 inhibitor	-3%	-4%	-1%	-2%	x	-3%	50µM*	-17%
N370S GC mod	1%	-14%	13%	x	u	-7%	-5%&-4%	-5%
GCN5L2 inh	-8%	-12%	0%	-1%	6%&-20%	-4%	3.5µM*	3%

49: Cc1cc(C(=O)Nc2ccc3c(c2)OCCO3)nn1C(C)(C)C
50: COP(=O)(OC)c1nc(-c2cccc3ccccc23)oc1NCCc1ccccc1
51: COc1cc(C(=O)OC2C[C@H]3CC[C@@H](C2)N3C)ccc1O (stereo partly drawn)
52: CCC(CO)Nc1ccc([N+](=O)[O-])c2cccnc12 (stereo not drawn)
53: Cc1cc(OCC(=O)NCc2cccnc2)c2c3c(c(=O)oc2c1)CCCC3
54: Cc1cc(OCC(=O)Nc2c(C)n(C)n(-c3ccccc3)c2=O)c2c3c(c(=O)oc2c1)CCC3
55: COc1cccc(CN2CCN(Cc3cccc(F)c3)CC2)c1
56: Cc1ccccc1CN1CCN(c2ccc(Cl)cc2)CC1
Assay by compound	49	50	51	52	53	54	55	56
FEN1 inhibitor	-16%	-23%	15%	-3%	u	x	17%	-10%
N370S GC mod	u	u	6%	-1%	4%	10%	-13%	-4%
GCN5L2 inh	-7%	-10%	-9%	-3%	-2%	-7%	-5%	-3%

57: CCOc1ccc(-n2c(CC)nc3ccccc3c2=O)cc1
58: CN(C)c1ccc(/C=C2\CC3C4CC=C5CC(O)CCC5(C)C4CCC3(C)C2=O)cc1 (stereo not drawn)
59: CN1CCCN(C(=O)COc2ccc(F)cc2Cl)CC1
60: COc1ccc(Oc2cc(NC(=O)c3nn(C)cc3[N+](=O)[O-])cc([N+](=O)[O-])c2)cc1
61: CCOc1cc(CNCCc2c[nH]c3ccccc23)cc(Cl)c1OCC
62: Cc1ccc(Cn2cccc(C(=O)Nc3ccc4c(c3)OCO4)c2=O)cc1
63: CC(C)CCOP(N)(=O)Oc1ccccc1Cl (stereo not drawn)
64: Cc1cc(OCCN2CC2)c2ccccc2n1
Assay by compound	57	58	59	60	61	62	63	64
FEN1 inhibitor	15%	4%	0%	-1%	-11%	17%	5%	x
N370S GC mod	13%	3%	-11%	4%	-27%	x	-13%	2%
GCN5L2 inh	1%	-1%	0%	-3%	-5%	-7%	-2%	-16%

No new results follow: entries from further up.
53: Cc1cc(OCC(=O)NCc2cccnc2)c2c3c(c(=O)oc2c1)CCCC3
54: Cc1cc(OCC(=O)Nc2c(C)n(C)n(-c3ccccc3)c2=O)c2c3c(c(=O)oc2c1)CCC3
55: COc1cccc(CN2CCN(Cc3cccc(F)c3)CC2)c1
56: Cc1ccccc1CN1CCN(c2ccc(Cl)cc2)CC1
57: CCOc1ccc(-n2c(CC)nc3ccccc3c2=O)cc1
58: CN(C)c1ccc(/C=C2\CC3C4CC=C5CC(O)CCC5(C)C4CCC3(C)C2=O)cc1 (stereo not drawn)
59: CN1CCCN(C(=O)COc2ccc(F)cc2Cl)CC1
60: COc1ccc(Oc2cc(NC(=O)c3nn(C)cc3[N+](=O)[O-])cc([N+](=O)[O-])c2)cc1
61: CCOc1cc(CNCCc2c[nH]c3ccccc23)cc(Cl)c1OCC
62: Cc1ccc(Cn2cccc(C(=O)Nc3ccc4c(c3)OCO4)c2=O)cc1
Assay by compound	53	54	55	56	57	58	59	60	61	62
FEN1 inhibitor	u	x	17%	-10%	15%	4%	0%	-1%	-11%	17%
N370S GC mod	4%	10%	-13%	-4%	13%	3%	-11%	4%	-27%	x
GCN5L2 inh	-2%	-7%	-5%	-3%	1%	-1%	0%	-3%	-5%	-7%

The listing continues.
65: COC(=O)C1=C(c2ccc(F)cc2OCc2ccccc2)C[C@@H]2CC[C@H]1N2C(=O)NCc1ccco1
66: N#Cc1ccccc1Cn1cc(C(=O)c2ccco2)c2ccccc21
67: c1ccc(CCN2CCC(N3CCN(c4ccccc4)CC3)CC2)cc1
68: CNC(=O)Oc1ccc(N(C)C)cc1C(C)C
69: O=C(c1ccc2c(c1)N(Cc1ccc(F)cc1Cl)C(=O)c1ccccc1S2)N1CCC2(CC1)OCCO2
70: CCN(CC)C(=O)c1ccc(NC(=O)c2ccc(-c3nn(C)c(=O)c4ccccc34)cc2)cc1
71: CCOC(=O)c1c(C)n(C(C)C)c2ccc(OC)cc12
72: CC(C)N1C(=O)c2ccccc2NS1(=O)=O
Assay by compound	65	66	67	68	69	70	71	72
FEN1 inhibitor	-18%	-10%	14%	13%	7%	10%&-3%	0%	x
N370S GC mod	x	u	12%[2.35 µM]	2%	x	1%	2%	2%
GCN5L2 inh	u	-23%	1%	-11%	-25%	-11%&-3%	1%	-4%

73: COc1ccc2c(c1OC)C(=O)OC2c1c(O)n(C2CCCCC2)c(=O)[nH]c1=O (stereo not drawn)
74: Cn1cccc1-c1cccnc1
75: O=C(Nc1cccc(OC(=O)N2CCCCC2)c1)N1CCOCC1
76: Fc1ccc2c(c1)nnn2C1CCN(Cc2nnnn2CCc2ccccc2)CC1
77: CCCCNS(=O)(=O)c1ccc(OCC(=O)N2CCN(Cc3ccc4c(c3)OCO4)CC2)cc1
78: COC(=O)C1=C(c2ccc(OCc3ccccc3)cc2)C[C@@H]2CC[C@H]1N2C(=O)NCc1ccc([N+](=O)[O-])cc1
79: CN1CCC2(CC1)NC(=O)C1=C(CN(C)CC1)N2
80: COc1cc(C(CN)CC(=O)O)ccc1O (stereo not drawn)
81: Cc1ccc(S(=O)(=O)N2CCCC(C(=O)N3CCC4(CC3)OCCO4)C2)cc1 (stereo not drawn)
Assay by compound	73	74	75	76	77	78	79	80	81
FEN1 inhibitor	-2%	x	17%	-1%	15%	-19%	10%	3%	-1%
N370S GC mod	1%	15%	8%	-4%	-20%	x	-6%[2.35 µM]	-3%	-20%
GCN5L2 inh	-3%	-11%	-2%	-1%	0%	-11%	-1%	-5%	-2%

High-throughput results: PubChem BioAssay, National Center for Advancing Translational Sciences (NCATS)

Only part of the results is shown. The share of hits here may be higher or lower than overall.
